Screening results as filed in PubChem BioAssay.
Cycloheximide cs: counter-screen hit for Shiga toxin inhibitors, cycloheximide; cell reporter, cycloheximide protein synthesis inhibition counterscreen; 300,000 compounds, 12% hits; AID 2314; max response, %; in the data active = max response mostly above about 13%, no sharp cut-off; inactive = mostly below about 14%; also: read at 38.3 µM for the half of the compounds with a filed dose; 0% is about no effect
AmpC inh detg: blocks E. coli AmpC beta-lactamase in detergent assay; 370,000 compounds, 0.041% hits; P00811; Potency, µM (series often up to 114 µM), for the others: at the highest dose activity change, negative = inhibition, usual class: inhibitors; AmpC hydrolysis of nitrocefin, absorbance 480 nm, 0.01% Triton;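 also: potency is read from the fitted curve at half-maximal effect; 0% = no-compound wells and -100% = no-enzyme wells; nearly all actives have a fitted effect of over 25% in size; some results filed as inactive show a strong effect at the top dose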
Target sequence (P00811 whole entry, looked up): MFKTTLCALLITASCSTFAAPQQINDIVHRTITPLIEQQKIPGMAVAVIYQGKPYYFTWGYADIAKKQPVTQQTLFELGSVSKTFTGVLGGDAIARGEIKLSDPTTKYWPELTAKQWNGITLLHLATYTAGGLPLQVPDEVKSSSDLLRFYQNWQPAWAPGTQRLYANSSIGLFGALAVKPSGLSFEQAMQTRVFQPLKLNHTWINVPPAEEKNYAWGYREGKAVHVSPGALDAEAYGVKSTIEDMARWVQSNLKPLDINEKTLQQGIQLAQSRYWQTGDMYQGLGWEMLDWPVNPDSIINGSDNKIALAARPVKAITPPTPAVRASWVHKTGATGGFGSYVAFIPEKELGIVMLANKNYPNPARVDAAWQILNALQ
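AmpC (5.3 nM in the dispensed reagent) in 20 mM phosphate pH 7.0 with 0.01% (detergent screen) or 0.0001% Triton X-100 was preincubated with compounds for 15 min at room temperature. Nitrocefin was then added from an 800 uM solution, and hydrolysis was followed at 480 nm.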
AMA1 RON2 block: disrupts binding of P. falciparum AMA1 to RON2. AlphaScreen AMA1-biotinylated RON2 peptide binding. Potency, µM (series often up to 58.2 µM), without a hit: at the top dose activity change, negative = inhibition, actives largely listed as inhibitors. 360,000 compounds, 0.2% hits;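 also: potency is read from the fitted curve at half-maximal effect; 0% = vehicle wells and -100% = peptide control; nearly all actives have a fitted effect of over 45% in size; some results filed as inactive show a strong effect at the top dose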
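AMA1 (3D7) with his tag at 25 nM final met compounds first, then biotinylated RON2 peptide at 25 nM; detection used donor plus acceptor beads, 10 µg/mL apiece, read by AlphaScreen after 30 min at room temperature.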
Giardia FBPA inh: blocks Giardia fructose-bisphosphate aldolase activity | Potency, µM (highest dose often 59.6 µM), for inactives: at the top dose activity, negative = inhibition, actives largely listed as inhibitors | AID 2451 | purified Giardia FBPA | 290,000 compounds, 0.71% hits; also: potency is read from the fitted curve at half-maximal effect; % is scaled to controls: 0 for no effect and ±100 for the full control effect; nearly all actives have a fitted effect of over 55% in size
Target sequence (A8B2U2 whole entry, looked up): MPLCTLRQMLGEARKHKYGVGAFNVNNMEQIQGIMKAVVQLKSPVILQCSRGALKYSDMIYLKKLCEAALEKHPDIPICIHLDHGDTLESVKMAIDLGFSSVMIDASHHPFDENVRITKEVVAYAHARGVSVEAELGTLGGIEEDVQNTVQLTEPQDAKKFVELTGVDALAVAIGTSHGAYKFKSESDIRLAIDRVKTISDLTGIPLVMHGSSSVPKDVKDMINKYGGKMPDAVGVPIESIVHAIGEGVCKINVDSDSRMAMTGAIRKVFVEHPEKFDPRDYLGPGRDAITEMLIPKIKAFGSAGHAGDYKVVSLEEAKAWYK
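Giardia FBPA (40 nM reagent) was preincubated 10 min at RT with compound (up to 57.5 uM final), then substrate plus GAPDH/TPI/NAD/arsenate coupling system with diaphorase/resazurin was added; resorufin fluorescence (525/598 nm) was read after 20 min.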
HCMV antiviral: human cytomegalovirus inhibition. AID 1259415. HFF cells, HCMV-luciferase reporter, 72 h; hits give low values. 410,000 compounds, 4.5% hits. activity change, negative = inhibition, % at 57.5 µM; in the data active = activity change below about -60%; inconclusive = no clear call, values can overlap the other calls; inactive = above about -39%; also: % is scaled to controls: 0 for no effect and ±100 for the full control effect
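Compounds were evaluated in HFFs infected with an HCMV luciferase reporter virus (MOI 1 PFU/cell). Luciferase in lysates collected 72 h post infection served as the replication measure.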
Shiga inhibitor: Shiga toxin inhibition; Vero cells, Shiga toxin protein synthesis inhibition reporter; inhibition, % at 38.7 µM; 290,000 compounds, 9.2% hits; in the data active = inhibition mostly above about 28%, no sharp cut-off; inactive = mostly below about 43%; also: 0% is about no effect
AmpC inh no detg: AmpC beta-lactamase inhibition without detergent; AmpC nitrocefin hydrolysis, absorbance 480 nm, 0.0001% Triton; Potency, µM (highest dose often 57.1 µM), without a hit: at the highest dose activity change, negative = inhibition, actives largely listed as inhibitors; 330,000 compounds, 0.52% hits;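 also: potency is read from the fitted curve at half-maximal effect; plate controls were no compound for no effect and no enzyme for full effect; nearly all actives have a fitted effect of over 20% in size; some results filed as inactive show a strong effect at the top dose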
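20 mM phosphate pH 7.0 + 0.01% (detergent screen) or 0.0001% Triton X-100; 5.3 nM AmpC reagent; cpd preinc 15 min RT; nitrocefin (800 uM stock) to start; A480 q20 s × 4 min; Activity was normalised to no-enzyme and no-compound control wells.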
An asterisk follows results filed as active; u = inconclusive; x = not tested or not shown; [ ] = dose if it differs, or a comment. Unless noted, calls follow the shape of the dose curve; as a rule, active = well fitted curve in the direction sought with a large enough effect; inconclusive = small, poorly fitted or top-dose-only effect, or another doubt; inactive = no such curve, though single readings can be large; an effect the other way counts as inactive or inconclusive.

SMILES	Cycloheximide cs	Giardia FBPA inh	AMA1 RON2 block	HCMV antiviral	AmpC inh detg	Shiga inhibitor	AmpC inh no detg
COc1ccc(C(=O)C[n+]2cn(C(F)F)c3ccccc32)c(F)c1	43.9	6.6%	2.1%	-15.0	3.3%	27.8	-21.7%
CC(C)C(=O)N1CCN(c2ccc(NC(=S)NC(=O)c3cc4ccccc4o3)cc2)CC1	33.4*	x	-0.8%	-35.8	-10.8%	75.5*	-18.8%
CC(=O)c1ccc(N2CCC(c3cc(-c4ccc(Cl)cc4)n[nH]3)CC2)c([N+](=O)[O-])c1	-1.3	0.8%	-27.3%	x	-1.6%	-3.5	u
Cc1ccccc1CC(=O)NC1CCCc2ccccc21 (stereo not given)	0.7	1.8%	19.0%	-36.7	5.1%	3.7	-13.3%
COc1cccc(C(=O)Nc2sc3c(c2C#N)CCN(C(C)=O)C3)c1	25.2*	u	3.4%	-20.9	-1.2%	47.1	-13.6%
N/C(=N\OC(=O)c1cc(Cl)ccc1Cl)c1ccccn1	25.2*	-7.0%	63.6%[activator]	-14.8	u	64.2*	-17.2%
CC/C(O)=C1\C(=O)CCCC1=NCc1nc2ccccc2[nH]1	13.8	-1.6%	59.8%[activator]	-3.4	0.0%	-2.5	-29.4%
CC(C)(C)OC(=O)N1CCN(c2ccc([N+](=O)[O-])cc2)CC1	-7.0	0.8%	5.9%	8.6	-2.9%	-2.4	-16.9%
COc1ccc(Cl)cc1NC(=O)c1cccc(-n2cnnn2)c1	x	x	0.5%	-63.3*	-17.8%	x	-4.2%
O=C(O)CSc1nnnn1-c1ccccc1	6.5	19.4%	-5.3%	-10.8	u	20.7	-12.9%
O=C(Oc1ccc(Br)cc1C(=S)N1CCCCC1)c1cc([N+](=O)[O-])cc([N+](=O)[O-])c1	-5.2	-20.0%	u	x	-6.5%	-30.7	-29.7%
CCNC(=S)N1CCC(NC(=O)C2CCCCC2)CC1	-2.3	x	36.8%[activator]	29.1	3.0%	1.2	-16.0%

(listing goes on)
SMILES	Cycloheximide cs	Giardia FBPA inh	AMA1 RON2 block	HCMV antiviral	AmpC inh detg	Shiga inhibitor	AmpC inh no detg
O=C(Nc1ccc(F)c(F)c1)c1ccccc1-c1ccccc1	-3.5	2.1%	9.2%	-29.9	-4.9%	0.2	-24.9%
O=C(CSCc1ccccc1Cl)Nc1ccc(C(=O)O)cc1	0.4	17.2%	-16.4%	-5.0	u	x	-19.9%
Cc1cc(C)c(-c2cc(NC(=O)CSc3nncn3C)n(-c3ccccc3)n2)cc1C	-1.5	0.5%	-2.7%	4.6	3.2%	-28.8	139.9%[activator]
O=C(OCC(=O)N1CCN(S(=O)(=O)c2ccccc2)CC1)c1ccc([N+](=O)[O-])o1	1.6	u	4.3%	-11.7	-9.9%	13.1	-5.6%
COCCN1CC(=O)N2C(c3cccc(OC)c3)c3[nH]c4ccccc4c3C[C@H]2C1=O (stereo not given in full)	-1.2	3.7%	-2.4%	70.8	-6.4%	-6.9	78.1%[activator]
Cc1onc(-c2c(Cl)cccc2Cl)c1C(=O)NC(C)(C)CO	-2.6	0.0%	-7.4%	-16.6	-0.5%	-13.2	-25.7%
O=S(=O)(NCC(c1ccco1)N1CCc2ccccc2C1)c1ccc(Br)cc1 (stereo not given)	x	x	11.4%	-3.9	9.4%	x	19.1%
CC(C)NC(=O)c1cc2c(C(F)(F)F)nn(C)c2s1	3.0	2.4%	0.7%	-6.6	-12.7%	4.2	2.3%
Cc1ccc(CNC(=O)CCn2cc(-c3ccc(F)cc3)nc2-c2ccncc2)cc1	x	x	6.9%	-16.0	-10.1%	x	151.8%[activator]
CN(C)CCCNCCCNC(=O)/C(=N\O)c1ccccn1	-4.9	-0.6%	52.6%[activator]	11.8	-6.5%	4.9	-13.9%
O=C(Nc1cccc([N+](=O)[O-])c1)Nc1cccs1	32.3*	-18.5%	-7.8%	-32.3	0.5%	37.2	-47.1%
CC[C@@H]1C(c2cccc(C)c2)=NN(c2ccc(Br)cc2)[C@H]1C(=O)N1CCOC1=O	2.2	-8.1%	x	x	x	13.1	x

The listing continues.
SMILES	Cycloheximide cs	Giardia FBPA inh	AMA1 RON2 block	HCMV antiviral	AmpC inh detg	Shiga inhibitor	AmpC inh no detg
Cc1ccc(/C=N/NC(=O)Cc2ccc(Cl)cc2)s1	4.5	-5.6%	1.1%	-38.6	u	1.8	-46.1%
O=C(Nc1ccc(C(F)(F)F)cc1)c1ccccc1	x	x	3.3%	-6.2	0.0%	x	2.0%
CCCn1c(N)c(N(CCOC)C(=O)CSc2c(Cl)cccc2Cl)c(=O)[nH]c1=O	x	x	13.4%	-25.3	x	x	-1.5%
CCn1cc(C2=NC(CCSC)CO2)c2ccccc21 (stereo not given)	18.0*	1.8%	-28.6%	-34.2	-4.4%	42.9	50.6%
Cc1ccc(CNC(=O)CSc2nnc3c(n2)[nH]c2ccccc23)cc1	-2.2	-21.0%	-14.5%	-16.2	-14.7%	1.1	-14.3%
O=[N+]([O-])c1cc([N+](=O)[O-])c2cc3ccccc3nc2c1	-2.2	-12.6%	-24.3%	40.6	-1.1%	3.2	-26.5%
COc1ccccc1N(CCC#N)C(=O)COC(=O)CCC(=O)c1ccc(F)cc1	x	x	13.9%	0.0	u	x	91.8%[activator]
Cc1sc2nc(CN3CCN(c4ccc(O)cc4)CC3)[nH]c(=O)c2c1C	1.5	u	18.6%	-26.8	4.6%	4.6	-15.4%
CCCC(=O)Nc1ccc(Cl)c(NC(=O)c2cccnc2)c1	5.9	-2.8%	-0.3%	-30.7	-3.0%	8.6	0.159µM*
CCCC(=O)Nc1ccc(Cl)c(NC(=O)c2ccc([N+](=O)[O-])cc2Cl)c1	0.8	-6.0%	-10.1%	-37.3	-14.0%	-2.7	-25.4%
Cc1ccc(C)n1CCN1CCN(CC(=O)Nc2ccc(S(N)(=O)=O)cc2)CC1	-1.1	-7.1%	23.0%	7.6	3.9%	0.6	19.1%
O=C(CCN1C(=O)/C(=C\c2cccc(Br)c2)SC1=S)N1CCOCC1	1.1	-2.3%	14.4%	131.6	-5.0%	-3.3	1.4%

(list continues)
SMILES	Cycloheximide cs	Giardia FBPA inh	AMA1 RON2 block	HCMV antiviral	AmpC inh detg	Shiga inhibitor	AmpC inh no detg
CCOC(=O)c1cnc(SCC(=O)OCC(=O)NC2CCS(=O)(=O)C2)nc1N (stereo not given)	x	x	0.3%	-3.5	-17.9%	x	-0.2%
Cc1cc2ccc(C)c(C)c2nc1SCC(=O)c1cccs1	10.7	-4.8%	21.3%	4.8	-2.3%	19.6	u
Cc1ccccc1OCCCN1CCOCC1	7.1	10.4%	-3.8%	16.1	4.1%	36.9	-1.6%
CSc1nnc2c3ccccc3n(Cc3ccccc3)c2n1	-3.4	3.3%	-3.6%	-23.1	-4.2%	-1.1	-14.1%
Cc1ccc(-c2noc(CN(C)C(=O)c3ccc(Br)o3)n2)cc1	x	x	u	-15.8	u	x	2.8%
CCc1cc2c(=O)c(-c3nc4ccccc4n3C)c(COCC(=O)O)oc2cc1O	0.6	-8.1%	37.7%[activator]	72.3	2.1%	98.1	-31.2%
COc1ccc(-c2nc(CN3CCN(Cc4cccc(F)c4)CC3)c(C)o2)cc1	-4.5	-4.2%	-8.5%	108.9	u	0.9	145.5%[activator]
Cc1cc(C)c(S(=O)(=O)NC2CC(C)(C)NC(C)(C)C2)cc1C	-2.1	3.5%	-1.8%	9.6	u	-4.8	-15.8%
Cc1[nH]nc(-c2ccc(O)cc2O)c1-c1ccc(Cl)cc1	-6.2	x	62.7%[activator]	-71.5*	-19.2%	-22.6	-37.0%
CN(C)Cc1cnc2ccc(Cl)cn12	-3.0	8.7%	13.9%	16.8	-14.3%	-26.4	-0.1%
COc1cc(C)ccc1OCCOCCOc1c(C)cc(C)cc1Br	34.6	-8.0%	71.3%[activator]	-10.8	-6.7%	38.5	12.4%
CCCCOC(=O)c1ccc(N/C(=N\S(=O)(=O)c2ccccc2)c2ccccc2)cc1	-3.2	-4.4%	3.2%	64.1	7.7%	20.9	-12.3%

The results go on:
SMILES	Cycloheximide cs	Giardia FBPA inh	AMA1 RON2 block	HCMV antiviral	AmpC inh detg	Shiga inhibitor	AmpC inh no detg
COc1ccc(C2=NS(=O)(=O)N(C)C(C(=O)NCc3ccc(F)cc3)=C2)cc1OC	-2.1	5.2%	1.4%	43.6	-24.3%	11.2	48.9%
COc1cc(/C=C/C(=O)N[C@@H](Cc2c[nH]c3ccccc23)C(=O)O)ccc1O	-2.1	-11.7%	12.6%	-10.3	-10.5%	-7.1	-18.0%
O=C1C=CC2=C3c4cc(O)c(O)cc4CC3(O)COC2=C1O (stereo not given)	x	11.2µM*	2.82µM*	-36.3	x	x	x
COc1cc(OC)cc(-c2nc(-c3ccccc3)no2)c1	17.1*	-5.0%	11.5%	98.8	u	54.9	-17.7%
O=C(N/N=C/c1ccccc1C(=O)O)c1cc(-c2ccc3c4c(cccc24)CC3)n[nH]1	-4.6	2.2%	45.6%[activator]	-61.2*	u	-7.7	u
O=c1[nH]c2ccc(NC(=S)NCCc3ccccc3)cc2[nH]1	-0.8	-18.2%	35.3%[activator]	-30.4	-2.6%	-4.4	-30.7%
CC(=O)O[C@@]12CO[C@@H]1C[C@@H](O)[C@@]1(C)C(=O)[C@H](O)C3=C(C)[C@@H](OC(=O)[C@H](O)[C@@H](NC(=O)c4ccccc4)c4ccccc4)C[C@@](O)([C@@H](OC(=O)c4ccccc4)C12)C3(C)C (stereo not given in full)	-2.6	14.1%	-2.1%	u	-9.5%	-5.3	243.0%[activator]
O=C(OCc1c(F)cccc1Cl)c1cnccn1	-1.0	3.2%	-11.9%	21.5	-5.3%	-6.6	-8.4%
COc1ccc(N(C)S(=O)(=O)c2c(C)[nH]c(=O)[nH]c2=O)cc1	-7.0	2.4%	-2.4%	49.5	0.4%	-19.4	-7.8%
COc1ccc(C)cc1S(=O)(=O)N(C)CC(=O)N1CCC(C(N)=O)CC1	-1.2	0.1%	-6.0%	-35.5	-0.9%	-7.6	-10.2%
CCC(C(=O)Nc1ccc(C(C)C)cc1)c1ccccc1 (stereo not given)	-1.3	-8.6%	9.0%	24.9	5.8%	-6.1	-15.3%
